TWEAK-Fn14 inh: TWEAK-Fn14 signaling inhibition. TWEAK-stimulated Fn14 reporter cells, luciferase luminescence, 8 h. inhibition, % at 10 µM. 360,000 tested, 2% active; in the data active means inhibition above about 50%
NR2E3 ag-1: activates human NR2E3 receptor; Q9Y5X4; CHO-S Gal4-NCOR/VP16-NR2E3 two-hybrid, luciferase; inhibition of corepressor binding, % at 3.98 µM; 360,000 tested, 0.35% active; AID 602229;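 active means inhibition above the mean of all tested compounds plus 3 SD, cut at about 70% in these data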;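 further: 0% = DMSO with NR2E3 transfected cells and 100% = cells lacking NR2E3 construct; higher means lower luciferase signal from less NR2E3 corepressor binding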
Target sequence (Q9Y5X4 whole entry, looked up, the tested form may be a part): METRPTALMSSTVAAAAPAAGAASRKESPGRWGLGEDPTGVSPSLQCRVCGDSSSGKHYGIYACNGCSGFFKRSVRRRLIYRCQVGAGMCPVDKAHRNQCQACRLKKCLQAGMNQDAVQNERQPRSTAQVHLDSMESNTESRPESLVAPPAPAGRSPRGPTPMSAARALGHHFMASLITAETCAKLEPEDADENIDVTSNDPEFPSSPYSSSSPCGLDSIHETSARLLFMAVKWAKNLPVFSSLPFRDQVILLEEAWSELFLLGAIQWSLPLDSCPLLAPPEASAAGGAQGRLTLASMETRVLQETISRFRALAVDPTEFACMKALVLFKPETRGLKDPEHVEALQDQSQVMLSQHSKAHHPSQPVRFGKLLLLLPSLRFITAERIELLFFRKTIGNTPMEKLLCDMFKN
C8 TRAIL sens: sensitizes caspase-8 expressing cells to TRAIL; NB7+C8 cells + TRAIL, ATPlite viability luminescence; inhibition (viability loss, TRAIL sensitization), % at 10 µM; 360,000 tested, 1% active; AID 624354;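 active means compounds causing at least 50% loss of cell viability in the single-dose screen, relative to plate controls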
TROY signal inh: inhibitors of TROY-dependent NF-kB signaling; Q293 LMP1-TROYcd NF-kB luciferase reporter, 4 h; inhibition, % at 10 µM; 360,000 tested, 0.98% active; AID 1347056;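 active means compounds whose plate-normalised and pattern-corrected inhibition of the luciferase reporter signal at the single screening dose is 50% or more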
TRPM1 prom inh: inhibitors of MITF-driven TRPM1 promoter in melanoma cells. inhibition, % at 12.5 µM. SK-MEL-5 TRPM1 promoter luciferase, 24 h. 330,000 tested, 0.83% active;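 active means mean inhibition across replicates of 60% or more, whatever share of single replicates reaches that level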; further: values of inactives mirror those of a sister screen read the other way
NR2E3 ag-2: agonists of human nuclear receptor NR2E3. Q9Y5X4. GST-NR2E3/biotin-RetCOR TR-FRET, 1536-well. inhibition of corepressor binding, % at 4.78 µM. 320,000 tested, 0.12% active. AID 2300;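 active means percent inhibition above the cutoff of mean plus 3 SD of all tested compounds, set per screening campaign, cut at about 20% in these data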;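 further: 0% = DMSO wells and 100% = biotin wells as full block of FRET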
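Test system: GST-NR2E3 and biotin-RetCOR proteins | Quantity: 1.35 nM GST-tagged NR2E3 final | Medium: Tris pH 7.5 | Also added: 7 nM biotin-RetCOR | Dosing: Compound at 4.8 µM, single dose | Timing: 5 h at 4 °C | Detection: Time-resolved FRET | Read-out basis: Percent inhibition | Benchmarks: Biotin wells as high control, 0.6% DMSO wells as low control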
Peg3 prom inh: inhibitors of Peg3 promoter | HeLa PEG-Prom luciferase reporter, luminescence, overnight | 360,000 tested, 1.7% active | inhibition, % at 20 µM;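 active means inhibition of at least 50% at 20 µM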
Shn3 3UTR inh: reduces Shn3 3'UTR luciferase signal in osteoblasts | inhibition, % at 12.5 µM | AID 588674 | Clone20 osteoblast Shn3 3'UTR firefly luciferase, 24 h | 360,000 tested, 0.52% active;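 active means mean inhibition of at least 75% with every replicate also reaching 75%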;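 further: 0% = median of neutral control wells and 100% = pilot-screen positive control compound; some compounds past the cut are filed as inactive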
CF NFkB inh: inhibitors of cystic fibrosis induced NF-kB; KKLEB NF-kB-GFP reporter, PAF-induced, GFP fluorescence overnight; inhibition, % at 5 µM; 360,000 tested, 0.86% active; AID 588850;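 active means at least 50% inhibition at 5 µM, scaled per plate between neutral and stimulator controls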;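 further: PAF is a Pseudomonas aeruginosa culture filtrate used as stimulus; plate controls were PAF-stimulated DMSO wells for no effect and unstimulated DMSO wells for full effect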
HIF-2a block: blocks HIF-2a reporter activity; 360,000 tested, 0.72% active; inhibition, % at 18.8 µM; AID 624352; 786-0 RCC cells HIF-2a reporter, luciferase luminescence, overnight;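 active means inhibition of the luminescence signal of 40% or more relative to plate controls, in a single-dose primary screen at 18.75 µM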
KKLEB tox: CF airway cell cytotoxicity counter-screen; KKLEB CF airway cells viability, ATPlite luminescence, overnight; stronger effect = lower value; cells stimulated with P. aeruginosa culture filtrate; 360,000 tested, 0.36% active; AID 602141; activity change (cytotoxicity), % at 5 µM;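 active means corrected activity change at or below -50% at 5 µM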
* marks the source's active call; other numbers are inactive results; x = not tested or not shown. A portion of the library; the hit share may differ from the screen's.

SMILES | TWEAK-Fn14 inh | NR2E3 ag-1 | C8 TRAIL sens | TROY signal inh | TRPM1 prom inh | NR2E3 ag-2 | Peg3 prom inh | Shn3 3UTR inh | CF NFkB inh | HIF-2a block | KKLEB tox
CC(C)C(NC(=O)C1CCC(C(C)(C)C)CC1)C(=O)NCc1cccnc1 (stereo not drawn) | -7 | 14 | -19 | 1 | -13 | 0 | 10 | -5 | 0 | 0 | 6
COc1cccc(CNC(=O)COC(=O)c2c(C)nn(-c3ccccc3)c2Cl)c1 | -8 | -28 | 4 | -21 | 10 | 6 | 8 | -26 | -3 | 6 | 7
Cc1ccc(N/C(=N/S(=O)(=O)c2cccs2)c2ccccc2)c(C)c1 | 18 | -36 | -1 | -5 | 5 | 4 | 0 | 3 | 6 | -30 | -12
CC1CCN(C(c2ccccc2)c2nnnn2C(C)(C)C)CC1 (stereo not drawn) | -17 | -3 | 11 | -2 | 1 | 2 | 19 | 15 | -5 | 16 | 8
Cc1cccc2c(C(=O)N3CCN(c4ccccn4)CC3)cc(-c3cccc(Br)c3)nc12 | 18 | -7 | 20 | 26 | 26 | 1 | 20 | 84 | 11 | 13 | 1
O=C(CC1C(=O)NCCN1Cc1ccc(Cl)c(F)c1)NC1CCC1 (stereo not drawn) | 4 | 6 | 9 | 10 | 17 | 0 | 7 | 5 | 19 | 2 | 11
Cc1ccc(C2CC(c3cccc(Cl)c3)n3nc(N)nc3N2)cc1 (stereo not drawn) | -17 | -11 | -10 | -16 | x | 3 | 5 | -12 | 6 | -8 | -15
O=C(O)c1cccc(Cl)n1 | 15 | 0 | -10 | 9 | -4 | 1 | 7 | 7 | 1 | 10 | 1
COc1cc(OC)cc(-c2nc3nc(C)c(CCC(=O)NCc4ccco4)c(C)n3n2)c1 | -12 | -6 | 4 | 14 | 4 | -1 | 10 | -6 | -5 | 25 | 11
CCC(CO)Oc1cc(NCc2ccccn2)c2ncn(C(C)C)c2c1 (stereo not drawn) | 13 | -20 | -10 | 1 | -4 | x | -18 | -1 | 20 | 6 | 8
COc1ccccc1NC(CC(=O)c1ccccc1)C(=O)OCC(=O)c1ccc(C)cc1 (stereo not drawn) | 29 | -120 | 65* | 34 | 1 | -3 | -303 | -78 | -3 | -230 | -14
CCOC(=O)N1C2=NC(C(=O)OC)=C(C(=O)OC)[C@@H]3N(C)c4ccc(OC)cc4[C@]23C[C@H]1C(=O)OC | -1 | -2 | -5 | -7 | 6 | 0 | 2 | -13 | 11 | 5 | -6
COc1cccc2cc(C(C)N(CCCN3CCOCC3)C(=S)Nc3cc(C)cc(C)c3)oc12 (stereo not drawn) | 5 | 2 | 3 | 5 | 3 | 2 | 8 | 7 | 6 | 20 | 2
Cc1[nH]c2ccc(-c3n[nH]c(=S)n3-c3ccc(Br)cc3)cc2c1C | -22 | 21 | -8 | -13 | -2 | -3 | 2 | -22 | -27 | 19 | 18
CC1C(=O)C(C)C(c2ccc3c(c2)OCO3)NC1c1ccc2c(c1)OCO2 (stereo not drawn) | -30 | -17 | -3 | 8 | 12 | 0 | 9 | 15 | 18 | 19 | -4
CC(C)(C)OC(=O)N[C@@H](Cc1ccccc1)C(=O)NCC1CCC(C(=O)N[C@@H](CC(=O)O)C(=O)O)CC1 (stereo partly drawn) | -4 | 12 | -31 | -41 | -15 | 3 | 2 | 7 | -6 | 21 | -2
CCOC(=O)C1CCCN(c2nc3ccccc3nc2C(C#N)C(=O)OCC)C1 (stereo not drawn) | 9 | 3 | 1 | 2 | -1 | -1 | 23 | 15 | 8 | 24 | -3
COCc1ccc(-c2c(-c3ccccc3OC)sc3cc4c(cc23)OCO4)cc1 | 7 | -27 | 19 | -7 | 9 | 5 | 10 | -21 | 6 | 13 | 6
O=C(NCC(=O)N1CCN(Cc2ccccc2)CC1)c1cc(Cl)cc([N+](=O)[O-])c1 | -4 | -15 | 12 | 2 | 19 | x | 4 | 42 | 27 | -10 | -7
CCOC(=O)Cn1ccc(NC(=O)c2ccc3c(c2)OCO3)n1 | -16 | -17 | -4 | -6 | -12 | 1 | -3 | -4 | 3 | 8 | 6
CN(Cc1nc(Cc2ccccc2F)no1)[C@@H]1CS(=O)(=O)C[C@H]1O | -3 | -3 | 0 | 13 | 15 | -1 | 4 | -1 | -13 | 9 | 4
O=C(Cc1ccccc1)NNC1CC(=O)N(c2ccc(Oc3ccccc3)cc2)C1=O (stereo not drawn) | -9 | -19 | -15 | -1 | -4 | -3 | 1 | -2 | 10 | 13 | -16
Cc1ccc([C@H]2N[C@]3(CCCN(Cc4ccco4)C3=O)[C@H]3C(=O)N(C)C(=O)[C@@H]23)cc1 | 0 | 0 | 4 | -3 | x | x | 6 | 9 | -26 | 11 | 29
Cc1ccccc1CC1(CO)CCCN(C(=O)c2cc(-c3ccccc3)no2)C1 (stereo not drawn) | -3 | -25 | -3 | -3 | -2 | 6 | 0 | -1 | 1 | 2 | -3
CCN(CC(=O)Nc1c(F)cccc1F)C(=O)CCC(=O)c1ccc(C)cc1 | 6 | -8 | -1 | 1 | -2 | 1 | -10 | 11 | -40 | -9 | 27
Cc1cc(C(=O)N2CCc3ccccc3C2)c(C)o1 | -5 | -18 | 6 | -41 | -33 | x | -125 | -27 | 1 | -42 | 2
CCOC(=O)c1oc2ccccc2c1NC(=O)c1ccc(S(=O)(=O)N(C)C)cc1 | -13 | -2 | 27 | 17 | 12 | 0 | 1 | 15 | -2 | -20 | -9
c1ccc(-n2c(-c3ccncc3)nnc2-c2cccs2)cc1 | -4 | 6 | -4 | -5 | -1 | -3 | 26 | 0 | 23 | 20 | -9
O=C(CNC(=O)c1[nH]cnc1C(=O)NC(c1ccccc1)c1ccccc1)OCc1ccccc1 | 13 | 14 | -5 | 14 | 5 | 1 | 21 | 4 | -4 | -9 | -12
C=C(C)Cn1c2ccc(NC(=S)NCc3ccccc3F)cc2c(=O)n1C | -19 | -25 | -9 | 10 | x | x | -22 | -8 | -7 | -11 | 8

Single records, as listed above. Order of values: TWEAK-Fn14 inh | NR2E3 ag-1 | C8 TRAIL sens | TROY signal inh | TRPM1 prom inh | NR2E3 ag-2 | Peg3 prom inh | Shn3 3UTR inh | CF NFkB inh | HIF-2a block | KKLEB tox
Entry for O=C(Cc1ccccc1)NNC1CC(=O)N(c2ccc(Oc3ccccc3)cc2)C1=O (stereo not drawn) : -9 | -19 | -15 | -1 | -4 | -3 | 1 | -2 | 10 | 13 | -16
Entry for CCOC(=O)c1oc2ccccc2c1NC(=O)c1ccc(S(=O)(=O)N(C)C)cc1 : -13 | -2 | 27 | 17 | 12 | 0 | 1 | 15 | -2 | -20 | -9
Entry for c1ccc(-n2c(-c3ccncc3)nnc2-c2cccs2)cc1 : -4 | 6 | -4 | -5 | -1 | -3 | 26 | 0 | 23 | 20 | -9

(cont.)
SMILES | TWEAK-Fn14 inh | NR2E3 ag-1 | C8 TRAIL sens | TROY signal inh | TRPM1 prom inh | NR2E3 ag-2 | Peg3 prom inh | Shn3 3UTR inh | CF NFkB inh | HIF-2a block | KKLEB tox
COC(=O)c1ccc(NC(=S)N2CCN(Cc3ccccc3Cl)CC2)cc1 | 23 | -13 | -5 | 26 | 5 | -3 | 11 | 5 | 20 | 9 | -24
CCCCC(=O)Nc1ccc(C(=O)NNC(=O)CCc2ccccc2)cc1 | -3 | -13 | 1 | -16 | 7 | 5 | 25 | -16 | 4 | 12 | -5
CN1CCN(C(=O)c2cnn(-c3ccccc3)c2NC(=O)c2ccc([N+](=O)[O-])cc2)CC1 | 3 | -11 | -1 | 7 | 6 | 0 | -5 | -2 | -17 | 10 | 0
NC(=O)CC(NC(=O)c1cccc(Br)c1)c1ccc(N2CCCCCC2)c([N+](=O)[O-])c1 (stereo not drawn) | -1 | 23 | 36 | 2 | -2 | 3 | 21 | 64 | -6 | 8 | 6
O=c1cc2c(c(-c3ccccc3)n1Cc1ccccc1)[C@H](CCO)NC2 | 12 | -4 | -12 | -4 | -14 | x | -8 | 12 | 0 | -3 | 10
COC(=O)CSc1nc(-c2ccccc2)nc2ccc(F)cc12 | 12 | -2 | -3 | 11 | -6 | 2 | 2 | -1 | -8 | -7 | 5
O=C(NCc1ccco1)c1cc(S(=O)(=O)N2CCOCC2)ccc1Br | 1 | -38 | -13 | 0 | -9 | 2 | 5 | -5 | -7 | 0 | 17
COc1ccc(/C=C/C(=O)NC2CCS(=O)(=O)C2)cc1 (stereo not drawn) | -7 | -17 | 0 | -2 | -2 | -2 | -18 | 7 | -13 | 2 | 4
CCCCc1cc(=O)oc2c(CN3CCCC3)c(O)c(Cl)cc12 | 1 | -21 | -1 | -2 | 15 | 4 | 5 | 1 | 3 | 5 | 3
CCc1nc2ccc(C(=O)N3CCN(S(=O)(=O)CC)CC3)cn2c1N(CC)CCOC | -9 | 4 | -12 | -9 | x | x | -6 | 0 | -10 | 13 | 12
COc1ccc(CCNC(=O)CSc2nnc(-c3ccc(F)cc3)c3ccccc23)cc1OC | 8 | 2 | -24 | 11 | -9 | 0 | 27 | -20 | 19 | 17 | -6
COc1cc(OC)cc(C(=O)NC(C)c2cnn(-c3ccccc3C)c2C)c1 (stereo not drawn) | 15 | -20 | -7 | 2 | 10 | 1 | 16 | 12 | 1 | 0 | 4
CCCn1nc(C(=O)N(C)CC(=O)Nc2ccc(OCC)c(OCC)c2)c2ccccc2c1=O | 14 | -25 | 2 | -17 | 5 | 5 | 4 | -3 | -3 | 0 | 5
N#CC(C(=O)c1ccccc1)=C1SCCS1 | 2 | -30 | -12 | -27 | -32 | 8 | -118 | -22 | -10 | -136 | -3
O=C(O)C(Cc1ccccc1)N1C(=O)/C(=C/c2cccnc2)SC1=S (stereo not drawn) | -34 | -17 | 8 | -4 | 3 | 0 | 7 | -12 | 13 | 12 | -2
Cc1ccc(-c2nc(CS(=O)CC(=O)NCc3ccc(F)cc3)c(C)o2)cc1 (stereo not drawn) | 3 | 18 | 8 | 1 | 1 | -1 | 6 | -17 | 0 | -2 | 0
CCOC(=O)CNC(c1ccccc1)c1cc(Br)ccc1NC(=O)OCC (stereo not drawn) | -1 | -29 | 3 | -16 | 10 | -4 | 22 | -16 | 7 | 17 | -3
COc1cc(C(CCN2CCCCC2)c2c(OC)cc(OC)c3c(-c4ccccc4)cc(=O)oc23)cc(OC)c1OC (stereo not drawn) | -23 | 11 | 14 | 0 | 85* | -2 | 78* | 7 | 16 | 7 | -3
O=C(CCc1ccccn1)N1CCCC(CNS(=O)(=O)c2cccs2)C1 (stereo not drawn) | -2 | -18 | 0 | 8 | 15 | -1 | -3 | 66 | -11 | 13 | 5
Cc1cc(OC(=O)c2ccccc2F)c([N+](=O)[O-])c(=O)[nH]1 | -10 | -6 | 3 | 4 | -3 | 0 | -1 | 14 | 16 | 0 | 6
Cc1ccc(NC(=O)c2ccc(N3C(=O)C4CC=C(Cl)CC4C3=O)cc2)cc1 (stereo not drawn) | -134 | -15 | -1 | -43 | 7 | 2 | -10 | -17 | -12 | 16 | 15
CC(C)CCN1C(=O)CCC1(C)C(=O)NC1CCCCCCC1 (stereo not drawn) | 4 | -6 | -8 | -2 | -3 | 3 | -4 | -3 | -12 | 8 | -1
